phage Ecoli inh: E. coli growth loss with phage present | growth absorbance | AID 651602 | inhibition, % at 11.9 µM | 0.26% of 360,000 active; in the data active = inhibition above about 11%
* = called active by the depositor.

SMILES	phage Ecoli inh
O=C(Nc1ccc2c(c1)OCCO2)C(c1ccncc1)n1c(=O)c(-c2cc3ccccc3[nH]2)nc2ccccc21 (centres undefined)	2.2
C[C@H]1CN(S(=O)(=O)C(C)(C)C)[C@@H](CCO)/C1=C\c1ccccc1	2.9
COC(=O)C1=C(C)N(Cc2ccccc2C(F)(F)F)C(=NCc2ccc(C(F)(F)F)cc2)NC1c1ccccc1 (centres undefined)	6.4
O=S1(=O)N[C@H](Cc2ccccc2)COc2cccc(N3CCN(Cc4ccccc4F)CC3)c21	1.9
CCCN(C)C[C@@H]1OCCCC[C@@H](C)Oc2ccc(NS(=O)(=O)c3ccc(OC)cc3)cc2C(=O)N([C@H](C)CO)C[C@@H]1C	2.3
CC(C)N(C)c1ncnc2c1ncn2[C@H]1CN(Cc2cccnc2)C[C@@H](CO)O1	2.1
CCCNC(=O)C1(C)CCN(C(=O)c2ccc(OC(F)F)cc2)C1 (centres undefined)	-1.8
O=C(Nc1ccncc1)c1cc(C2CCCCN2C(=O)CCCc2ccccc2)on1 (centres undefined)	3.5
CC(=O)NC(c1ccccc1)c1nc(-c2cccc(C(F)(F)F)c2)cs1 (centres undefined)	-0.1
CC(=O)N1CCOCC1c1cc(C(=O)Nc2ccccc2)no1 (centres undefined)	1.2
O=C(NC(c1ccc(F)cc1)c1ccc2ccccc2n1)C1CCN(Cc2ccc(Oc3ccccc3)cc2)CC1 (centres undefined)	4.2
COC(=O)c1ccc2cc(F)cc(C)c2n1	1.7
C[C@H]1CN([C@@H](C)CO)S(=O)(=O)c2ccc(-c3ccc(C#N)cc3)cc2O[C@H]1CN(C)C(=O)CN(C)C	-0.5
COc1cccc(NC(=O)C2(C)CCN2Cc2ccc3ccccc3c2)c1 (centres undefined)	0.1
COc1ccccc1Cc1c(-c2ccc(C#N)cc2)nc2ccc(C)cn12	4.8
OC(c1ccc(F)c(F)c1)c1nc(-c2cccs2)cs1 (centres undefined)	3.6
CC1(C(=O)NCC2CCOCC2)Cc2c(-c3cccc(C(N)=O)c3)ccnc2O1 (centres undefined)	2.0
Cc1ccc2nc(C3CCCCC3)c(Cc3cccc(F)c3)n2c1	3.7
CC1=C(C(=O)N2CCCCCC2)CC(CC(=O)NC2CCCCC2)C(=O)N1Cc1ccc(F)cc1 (centres undefined)	0.1
COc1ccc(NC(=O)c2cc(-c3cc(Cl)ccc3OC)n[nH]2)c(OC)c1	-0.3
CCNC(=O)C1CCCN(C(=O)c2cc(F)ccc2C)CC1 (centres undefined)	0.0
Cc1ccccc1-c1ccc2c(c1)[C@@H]1C[C@H]3[C@@H](CN1CC2)[C@H](C)OC(c1ccccc1)N3C (some centres undefined)	1.9
COC(=O)C1=CN(c2ccc(Oc3ccccc3)cc2)C(N)=C(C#N)C1c1cccc(OC)c1OC (centres undefined)	-2.9
CC(C)c1cc(Cn2c3ccccc3c(=O)n2C(C)Cn2cc(-c3ccc(C(C)(C)C)cc3)nn2)on1 (centres undefined)	-1.9
COC(=O)C1=C(C)N(Cc2ccc(Br)cc2)C(=S)NC1c1ccc(F)cc1 (centres undefined)	3.9
O=C(NC1CCCC1)C(C1CC1)n1c(-c2ccccn2)nc2ccccc21 (centres undefined)	0.2
COC1=C(OC)C(=O)C(CCCCCCCCCCO)=C(C)C1=O	3.2
COc1ccccc1-c1noc2c1C(=O)N(Cc1cn(-c3ccccc3OC)nn1)CC2	2.0
CCCCN(C=O)c1c(CC)nc2c(OCc3cc(Cl)cc(Cl)c3)cccn12	3.9
CCOC(=O)C1CCCN(C(=O)c2ccc(F)c(Cl)c2)CC1 (centres undefined)	0.6
c1ccc(Cn2ncc3c(N4CCN(c5ccccc5)CC4)ncnc32)cc1	-0.8
CC(C)(C)NC(=O)C1c2ccccc2OCC(=O)N1CCc1ccccc1 (centres undefined)	1.8
Cc1cc(Cl)ccc1C(O)c1ncc(-c2ccccc2C(F)(F)F)[nH]1 (centres undefined)	2.7
c1ccc(N2CCN(c3cccc(-c4cc5ccccc5s4)n3)CC2)nc1	4.2
Cc1ccccc1NC(=O)N(C)[C@H]1C[C@H]2c3[nH]c4c(-c5ccccc5)cccc4c3CCN2C(=O)[C@H]1[C@H](C)O	1.1
Cc1ccc(OCc2nc3ccccc3n2C(C)C(=O)Nc2c(C)cccc2C)cc1 (centres undefined)	3.0
CN(C)C(=O)Nc1ccc(Cl)c(Cl)c1	3.3
CC(C)c1ccc(NC(=O)C2(C)Cc3c(-c4ccc5c(c4)OCO5)ccnc3O2)cc1 (centres undefined)	2.2
CC1(C(=O)NS(=O)(=O)Cc2cccc(Cl)c2)CCN1C(=O)C1(c2ccc(Cl)cc2)CCC1 (centres undefined)	1.5
CC(C)Oc1cc(F)ccc1-c1cc(C(=O)NC2CCCCC2)[nH]n1	2.2
CCCCCCn1cc(CN2CC(N3CCN(C)CC3)CS2(=O)=O)nn1 (centres undefined)	2.8
COc1ccc(NC(=O)N(C)C[C@H]2OCc3cn(nn3)CCCC(=O)N([C@H](C)CO)C[C@@H]2C)cc1	1.7
CC1(C(=O)NS(=O)(=O)C2CC2)CCN(C(=O)COc2ccc(Cl)cc2Cl)C1 (centres undefined)	1.7
Clc1ccc2nc(-c3cccc(Br)c3)c(Cc3ccccc3)n2c1	-0.7
Cc1cc(NC(=O)OC(C)(C)C)c(-n2nnnc2C(C(=O)c2ccc3c(c2)OCO3)N2CCN(c3ccccn3)CC2)cc1C (centres undefined)	1.6
COc1ccc(C(C)NC(=O)C2CCN(CCCc3ccccc3)CC2)cc1OC (centres undefined)	3.2
Cc1ccc(S(=O)(=O)N2[C@H](CC(=O)c3cccs3)OC[C@@H]2C)cc1	3.0
OC(c1ccco1)c1nc(-c2ccc(F)c(Cl)c2)cs1 (centres undefined)	2.1
CC(C)c1ccc(CC(=O)N2CCC2(C)C(=O)Nc2ccccc2)cc1 (centres undefined)	-1.9
OC(c1ccc(F)cc1)c1ncc(-c2cccc(C(F)(F)F)c2)[nH]1 (centres undefined)	3.1
O=C(Nc1cc(Cl)cc(Cl)c1)N[C@@H]1CC[C@@H](CCNS(=O)(=O)c2cccc(F)c2)O[C@@H]1CO	2.9
CC(C)Cc1ccc(-c2ccc3nccn3c2)cc1	3.0
O=C(N[C@@H](Cc1cccnc1)C(=O)N1CCC[C@H]1C(=O)NCCc1ccccc1Cl)C1CCCC1	3.0
CC(C)[C@H](NC(=O)OCc1ccccc1)C(=O)OCC(=O)NCc1ccco1	0.9
CCOC(=O)[C@]12CCCC=C1N(Cc1ccco1)C(=O)[C@H](CC(=O)NCCC(C)C)C2	0.0
COCCNC(=O)C1(C)CCCN(C(=O)c2ccc(OC)cc2OC)C1 (centres undefined)	4.0
COc1ccc(C2CC(=O)C(c3cc(OC)c(OC)c(OC)c3)=CN2Cc2ccccc2)cc1 (centres undefined)	2.4
Cc1ccc(C(O)c2ncc(-c3ccccc3C)[nH]2)cc1 (centres undefined)	0.5
COCCc1ccc(OC2(C)CCN(Cc3cccc(OCOC)c3)C2)cc1 (centres undefined)	2.0
O=C(C(=O)N1CCN(C(=O)c2cccs2)CC1)c1cccc(C(F)(F)F)c1	-0.7
Next section:
SMILES	phage Ecoli inh
NC(c1csc(Nc2cc(Oc3ccccc3)ncn2)n1)c1ccccc1Cl (centres undefined)	-0.9
CN1CCCC1(C)C(=O)Nc1ccc(-n2cccc2)cc1 (centres undefined)	1.9
O=C(C[C@H]1CC[C@@H](NC(=O)Cc2cccnc2)[C@@H](CO)O1)NCc1ccc2c(c1)OCO2	3.3
C=CCNc1cccc2c1S(=O)(=O)N[C@H](Cc1ccccc1)CO2	4.6
COc1ccc(CC(N)c2csc(Nc3ccccn3)n2)cc1 (centres undefined)	1.9
Nc1c(-c2ccc(C(F)(F)F)cc2)nc2ncccn12	4.1
O=C(NC1CCCCC1)C(C1CC1)n1c(=O)c(-c2ccccc2)nc2ccccc21 (centres undefined)	3.8
COCCNC(=O)C1Cc2c(-c3cccc(NC(C)=O)c3)ccnc2O1 (centres undefined)	1.5
Cn1ccc2c(N3CCC3)cc3c(c21)C1CCC3O1 (centres undefined)	2.9
CCCCCCn1cc(CN2CC(N3CCCC3)CS2(=O)=O)nn1 (centres undefined)	2.6
CCNC(=O)O[C@@H]1C=C[C@@H](C#Cc2ccc(C(C)(C)C)cc2)O[C@@H]1COC(C)=O	2.7
Cc1ccccc1NC(=O)Nc1nc(CN(C)C)cs1	2.3
CC(C)[C@@H]1CC[C@@H](C)C[C@H]1OC[B-](F)(F)F	3.2
COc1ccc(S(=O)(=O)N2CCCCC2c2cc(C(=O)Nc3ccc4c(c3)OCO4)no2)cc1 (centres undefined)	-0.2
CCOC(=O)[C@]12CCCC=C1N(CCc1ccc(OC)c(OC)c1)C(=O)[C@H](CC(=O)NCc1ccc(C)o1)C2	-0.8

16 successive compounds from above:
SMILES	phage Ecoli inh
O=C(C(=O)N1CCN(C(=O)c2cccs2)CC1)c1cccc(C(F)(F)F)c1	-0.7
NC(c1csc(Nc2cc(Oc3ccccc3)ncn2)n1)c1ccccc1Cl (centres undefined)	-0.9
CN1CCCC1(C)C(=O)Nc1ccc(-n2cccc2)cc1 (centres undefined)	1.9
O=C(C[C@H]1CC[C@@H](NC(=O)Cc2cccnc2)[C@@H](CO)O1)NCc1ccc2c(c1)OCO2	3.3
C=CCNc1cccc2c1S(=O)(=O)N[C@H](Cc1ccccc1)CO2	4.6
COc1ccc(CC(N)c2csc(Nc3ccccn3)n2)cc1 (centres undefined)	1.9
Nc1c(-c2ccc(C(F)(F)F)cc2)nc2ncccn12	4.1
O=C(NC1CCCCC1)C(C1CC1)n1c(=O)c(-c2ccccc2)nc2ccccc21 (centres undefined)	3.8
COCCNC(=O)C1Cc2c(-c3cccc(NC(C)=O)c3)ccnc2O1 (centres undefined)	1.5
Cn1ccc2c(N3CCC3)cc3c(c21)C1CCC3O1 (centres undefined)	2.9
CCCCCCn1cc(CN2CC(N3CCCC3)CS2(=O)=O)nn1 (centres undefined)	2.6
CCNC(=O)O[C@@H]1C=C[C@@H](C#Cc2ccc(C(C)(C)C)cc2)O[C@@H]1COC(C)=O	2.7
Cc1ccccc1NC(=O)Nc1nc(CN(C)C)cs1	2.3
CC(C)[C@@H]1CC[C@@H](C)C[C@H]1OC[B-](F)(F)F	3.2
COc1ccc(S(=O)(=O)N2CCCCC2c2cc(C(=O)Nc3ccc4c(c3)OCO4)no2)cc1 (centres undefined)	-0.2
CCOC(=O)[C@]12CCCC=C1N(CCc1ccc(OC)c(OC)c1)C(=O)[C@H](CC(=O)NCc1ccc(C)o1)C2	-0.8

Continuation:
SMILES	phage Ecoli inh
COc1ccc(CNC(=O)Nc2nc(C(N)Cc3ccc(Cl)cc3)cs2)cc1 (centres undefined)	0.8
CCc1nc2ccc(C(=O)Nc3cccc(OC)c3)cn2c1N(CC)CCOC	1.2
CCCS(=O)(=O)NC(=O)C1(C)CCCN(C(=O)c2ccc3snnc3c2)C1 (centres undefined)	2.3
O=C(/C=C/[C@H]1O[C@@H](n2ccc(=O)[nH]c2=O)[C@H](O)[C@@H]1O)NCCc1cccs1	3.4
COc1cccc(-c2oc3c(c2C(=O)OCCN(C)C)C(O)CCC3)c1 (centres undefined)	-5.0
CC(=O)NC(c1ccccc1)c1nc(/C=C/c2ccccc2)cs1 (centres undefined)	0.2
COc1ccc(CCNC(=O)c2ccc(Br)o2)cc1Br	2.1
CC(C)C[C@H]1CN(CCCC[C@H]2CNC(=O)C(=O)N2Cc2ccccc2)C(=O)C(=O)N1CCc1ccccc1	1.4
C=CCn1c(-c2ccccn2)n[nH]c1=S	3.7
CC(C)C[C@H]1CNC(=O)C(=O)N1CC1CCN(CCc2ccccc2)CC1	1.1
CN(N=Cc1ccc(N(C)C)cc1)C(=O)c1ccccc1N	3.4
COC(=O)[C@]12C[C@H](CC(=O)NCc3ccc(OC)c(OC)c3)C(=O)N(Cc3ccccc3)C1=C[C@H](C1CCCC1)O[C@@H]2C	-0.8
COc1ccccc1-c1cccc(-c2nc(C(=O)Nc3nccs3)cc3c2[C@H](CCO)N(C(C)=O)C3)c1	4.0
COC(=O)[C@]12C[C@H](CC(=O)N3CCCCC3)C(=O)N(Cc3ccccc3)C1=C[C@H](C(C)C)O[C@@H]2C1CC1	1.0
CS(=O)(=O)c1ccc(Nc2nc(C(N)c3ccccc3Cl)cs2)cc1 (centres undefined)	-0.8
Cc1cccc(C)c1-n1nnnc1C(c1cc2ccccc2o1)N1CCN(C/C=C/c2ccccc2)CC1 (centres undefined)	4.4
CC(C)c1ccccc1NC(=O)Nc1nc(C(N)Cc2ccc(C(F)(F)F)cc2)cs1 (centres undefined)	1.8
CS(=O)(=O)c1ccc(Nc2nc(C(N)COCc3ccccc3)cs2)cc1 (centres undefined)	0.1
COC(=O)C1=CN(c2ccc(F)cc2)C(N)=C(C#N)C1c1cccc(F)c1 (centres undefined)	-3.6
O=c1[nH]c(=S)[nH]c2c1C(c1ccc(Cl)c(Cl)c1)OC(CCc1ccccc1)C2 (centres undefined)	2.4
CCCCc1ccc(S(=O)(=O)NC(=O)C2(C)CCN2C(=O)C/C=C/c2ccccc2)cc1 (centres undefined)	1.6
Cn1nc(C(C)(C)C)cc1C(=O)N1CCCCC1c1cc(C(=O)N2CCOCC2)no1 (centres undefined)	3.6
CCOC(=O)C1(C)CCCN1C(=O)c1ccc(N(C)C)cc1 (centres undefined)	2.4
CC(C)S(=O)(=O)NC(=O)C1(C)CCN1C(=O)Cc1ccccc1Cl (centres undefined)	1.1
CC1(C(=O)Nc2ccc3c(c2)OCCO3)CCN1C(=O)C1(c2ccc(Cl)cc2)CCC1 (centres undefined)	1.7
CC(O)(c1cccnc1)c1nc(-c2ccc3ccccc3c2)cs1 (centres undefined)	2.3
Cc1ccccc1C1=CC(=O)CC(C)(C)C1=O	3.1
O=C(C(=O)N1CCC(CNS(=O)(=O)c2cc(C(F)(F)F)cc(C(F)(F)F)c2)CC1)c1cc2ccccc2o1	2.7
COC(=O)[C@@]1(Sc2ccc(C)cc2)CC(=O)N[C@@H]1c1ccco1	-0.6
CC(C)(O)C#Cc1cccc(-c2nc(C(=O)NCCCN3CCOCC3)cc3c2[C@H](CCO)N(S(=O)C(C)(C)C)C3)c1 (some centres undefined)	2.0
CCCc1nc2ccc(Cl)cn2c1Cc1ccccc1OC	0.1
CN(C(=O)c1ccc(Cl)cc1)c1ccc(OCC(=O)Nc2cc(C(=O)O)ccc2Cl)cc1	1.4
O=C(NCCc1ccccc1)Nc1nnc([C@H]2C[C@H](O)[C@@H](CO)O2)s1	0.5

High-throughput results (PubChem BioAssay)

Not all compounds are listed. The share of hits here may be higher or lower than overall.
